Screening results deposited in PubChem BioAssay by Vanderbilt High Throughput Screening Facility.
Cav32 inh – inhibitors of human Cav3.2 T-type calcium channel. O95180. Cav3.2-expressing cells, Fluo-4 calcium fluorescence FDSS; hits give low values. B-score at 10 µM. 100,000 tested, 4% active. AID 449739;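 active means single-dose well whose peak fluorescence ratio is a statistical outlier from its plate by either plate-standardised score or position-corrected B-score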
An asterisk follows results filed as active.

SMILES | Cav32 inh
CCCCS(=O)(=O)Nc1ccc2ncn(C)c(=O)c2c1 | 0.68
O=C(NCCCCNC(=O)C1CCCC1)C1CCCC1 | -0.68
FC(F)(F)c1nc2ccccc2nc1N/N=C/c1ccc(Cl)cc1 | -0.0081
O=C1C(C=NCc2ccccn2)=C(O)c2ccccc21 | 1
COC(=O)c1ccccc1NC(=O)Nc1ccc2c(c1)OCO2 | 0.49
COc1cc(C)c(C(N)=O)c(OC)n1 | -0.33
COc1cccc(CSc2nc3ccccc3cc2C=O)c1 | -0.76
CC1CCN(C(=O)CCNC(=O)Cn2cnc3sc4c(c3c2=O)CCCC4)CC1 | 0.072
C=CCSC1=C(C#N)C(c2ccccc2C)CC(=O)N1 (stereo not given) | 1.3
Nc1n[nH]c(-c2ccccc2)c1-c1ccccc1 | 0.77
CCO[C@H]1OC(C(=O)NC2CC2)=C[C@@H](C2CC2)[C@@H]1CCCO | 0.079
CCN(CC)CCNC(=O)CCc1nn(C)c(=O)c2ccccc12 | 0.96
CN(C)C(CNc1nnnn1-c1ccccc1)c1ccco1 (stereo not given) | -0.23
CCN(CC)S(=O)(=O)c1ccc(Cl)c(C(=O)Oc2cccnc2)c1 | 1.2
CCOC(=O)C(C(=O)OCC)N(C#N)c1nc(C)cc(C)n1 | 1.4
CCOC(=O)c1c2c(n(C)c1COC)C(=O)C(=O)c1ccc(Br)cc1-2 | -0.66
COc1cc(NC(=O)c2nccnc2C(=O)O)cc(OC)c1 | -0.21
CC(NS(=O)(=O)c1ccc(Cl)cc1)C(c1cccs1)N1CCN(C)CC1 (stereo not given) | 0.22
Cc1ccc(C)c2[nH]c(=O)c(CCNC(=O)CC(C)C)cc12 | 0.13
COC(=O)CCN(C)CCC(=O)OC | 0.38
O=c1cc(Nc2ccc3c(c2)OCCO3)[nH]c(=O)n1Cc1ccc(F)cc1 | -3.9*
CCCCn1ccnc1C(=O)c1cccc(S(=O)(=O)N2CC(C)CC(C)C2)c1 (stereo not given) | -3.7
COc1ccc(NC(=O)NC(C(F)(F)F)C(F)(F)F)cc1 | 0.17
O=C(COc1ccccc1)Nc1nc(-c2cccs2)cs1 | -1.5
Cc1nn2cnc3sc4c(c3c2nc1=O)CCCC4 | 0.14
Cc1csc(NC(=O)C2CCCN2C(=O)Oc2ccccc2)n1 (stereo not given) | -1.3
Cc1ccc(C(=O)N/N=C/c2sc(=O)n(Cc3cccc(C(=O)O)c3)c2Cl)cc1 | 2.4
OC(COc1ccc2ccccc2c1)Cn1cncn1 (stereo not given) | -0.14
Cc1ccc(NC(=O)CCN2C(=O)CSC2=O)cc1 | -0.78
CCC(C)(C)NC(=O)C(OC(=O)c1ccco1)c1ccccc1OC (stereo not given) | -0.76
O=C(O)COc1cccc(NC(=O)c2ccccc2)c1 | 0.35
O=C(CNC(=O)Cn1cnc2sc3c(c2c1=O)CCCC3)NCc1ccccn1 | 0.71
O=C(Nn1cnnc1)c1csc2ccccc12 | 0.33
CC(C)c1nnc(NC(=O)CN2C(=O)c3ccccc3C2=O)s1 | 0.013
COc1ccc(C2=NOC(C)(c3nnc(-c4ccccc4)o3)C2)cc1 (stereo not given) | -1.7
CCN(Cc1ccccc1)C(c1cc2cc(C)cc(C)c2[nH]c1=O)c1nnnn1CCOC (stereo not given) | -0.58
CCN1C(=O)C(CC(=O)N2CCN(C(c3ccccc3)c3ccccc3)CC2)N(CC)C1=O (stereo not given) | 0.6
COc1cc(-c2nnc(COC(=O)C3c4ccccc4Oc4ccccc43)o2)cc(OC)c1OC | -1.5
Cc1onc(-c2c(F)cccc2Cl)c1C(=O)Nc1cccc(Cn2cccn2)c1 | -1.2
O=C(Nc1ccccc1)c1ccccc1CCc1ccccc1 | -2
CCOC(=O)C1CCN(Cc2ccc(F)cc2)CC1 | 0.97
CC(=O)OC(C(=O)NC1CCCCC1)c1ccccc1 (stereo not given) | 0.12
O=C1CCC(=O)N1CCC(c1ccc(F)cc1)c1ccco1 (stereo not given) | 0.87
C/C(=C\C(=O)c1ccccc1)Nc1ccc(N2CCOCC2)cc1 | 0.31
COC(=O)c1ccc(CSc2nnc(NC(=O)C3CCCO3)s2)cc1 (stereo not given) | -0.6
COc1cnc(-c2ccccc2)nc1Oc1cccc(C)c1C | -0.6
CCn1c(SC)nc2c(c1=O)SC(C)C2 (stereo not given) | 0.47
Cc1nnc(C)n1/N=C/c1cc(Br)ccc1O | -0.66

Reprinted at random: 3 records from the list, in no set order.
SMILES | Cav32 inh
O=C(CNC(=O)Cn1cnc2sc3c(c2c1=O)CCCC3)NCc1ccccn1 | 0.71
CC(=O)OC(C(=O)NC1CCCCC1)c1ccccc1 (stereo not given) | 0.12
Cc1nnc(C)n1/N=C/c1cc(Br)ccc1O | -0.66

Continued.
SMILES | Cav32 inh
CCN(CC)S(=O)(=O)c1ccc(C(=O)NCCSc2c[nH]c3ccccc23)cc1 | -4.6*
COc1cccc2cc(C(=O)N(C)C)c(=O)oc12 | -0.71
Cc1ccc(S(=O)(=O)N=Nc2c(O)[nH]c3ccccc23)cc1C | -0.25
O=C(Nc1cc(=O)[nH]c2ncnn12)c1ccccc1Cl | 0.58
CCOCCCNc1nc2ccccc2[nH]1 | 0.0061
O=C(NC(=S)NNC(=O)c1ccccc1[N+](=O)[O-])c1ccccc1 | -8.4*
Cc1ccccc1NC(=O)c1cc(S(=O)(=O)N2CCCCC2)cs1 | 0.039
O=C(c1cc(NC(=O)C23CC4CC(CC(C4)C2)C3)cc(NC(=O)C23CC4CC(CC(C4)C2)C3)c1)N1CCCCC1 | -8*
COc1ccc2nc(NC(=O)Cc3ccc(OC)c(S(=O)(=O)N4CCOCC4)c3)sc2c1 | -1.4
CCOC(=O)N1CCN(CC(O)COc2c(OC)cccc2OC)CC1 (stereo not given) | 0.76
COc1ccc(C)cc1S(=O)(=O)NC1CCCCC1C (stereo not given) | -1.2
CCCC(C)NS(=O)(=O)c1ccc(OC)c(C)c1 (stereo not given) | -0.7
CCOC(=O)C(Sc1ncnc2c1sc1nc(N3CCOCC3)c3c(c12)CCCC3)c1ccccc1 (stereo not given) | -1.2
Cc1cc2c(cc1C)NC(CC(=O)NCc1ccccc1)C(=O)N2 (stereo not given) | 0.34
O=C(O)C1CC(O)CN1C(=O)c1ccco1 (stereo not given) | 0.32
O=C1CCCC/C1=C/Nc1ccc2c(c1)OCO2 | 0.098
O=C1CC(c2ccccc2)n2nc(N3C(=O)CCC3=O)nc2N1 (stereo not given) | 0.14
CCOC(=O)c1nc(NCc2cccnc2)c2ccccc2n1 | 0.064
COc1ccc(C(=O)Nc2ccc(OC)c(OC)c2)cc1 | 0.22
O=C(CSc1n[nH]c(=O)[nH]c1=O)c1ccccc1 | 0.35
CCOc1cc(CNc2ccc(N(C)C)cc2)cc(Br)c1OCC(=O)NC(C)(C)C | -0.77
C/C(Cl)=C\Cn1c(N2CCCCCC2)nc2c1c(=O)n(C)c(=O)n2C | -2.7
CCCCn1c(SCC(=O)NCCc2ccc(OC)c(OC)c2)nc2c1c(=O)n(C)c(=O)n2C | 1.6
CCOc1cc(-c2c(C)c(CC)nc(N)c2C#N)ccc1O | -0.67
CC1(C)CC(=O)C2=C(C1)Nc1[nH]c(=S)[nH]c(=O)c1C2c1ccccc1 (stereo not given) | 0.85
N#Cc1c(-c2ccccc2Cl)cc(C2CC2)nc1N | -0.48
Cc1ccc(C(=O)C2=C(O)C(=O)N(CCCN3CCOCC3)C23C(=O)N(C)c2ccccc23)o1 (stereo not given) | -0.94
Cn1c(Cl)c(/C=N/OC(=O)c2ccc(Cl)cc2)c2ccccc21 | -0.18
COCc1cc(C)nc(Nc2ccc(C)c(C)c2)c1C#N | -0.077
COC(=O)c1cc(OC)c(OC)cc1NC(=S)N1CCCC(CO)C1 (stereo not given) | -0.026
COCOc1ccc(C=O)c(O)c1 | 0.53
Cc1ccc(NC(=O)c2cc(N(C)C)ccc2[P+](=O)O)cc1 | -0.071
CCOc1ccccc1-c1nc2c([nH]1)c(=O)n(C)c(=O)n2C | -0.15
COc1cc(NC(=O)C2CC(=O)NC3=C2C(=O)CCC3)c(OC)cc1Cl (stereo not given) | 0.66
COc1cc(NC(=O)C2CC(c3cccc(OC)c3OC)=NO2)cc(OC)c1OC (stereo not given) | 1.4
Cc1ccc(C)c(OCC(=O)NCCN(C)C)c1 | -0.3
CCCCN(CC)CCCNC(=O)c1cc2cc3ccc(OC)cc3nc2o1 | 0.61
CC(C)(O)CCCC(C)(O)c1ccc(C(=O)O)cc1O (stereo not given) | 0.0082
CC1C(c2ccccc2)=[N+]([O-])C2(CCCCC2)N1O (stereo not given) | 0.82
NS(=O)(=O)c1ccc(NC(=O)Cn2ncc3c2-c2ccccc2OC3)cc1 | 0.018
COc1ccc2oc(C(=O)OCC(=O)c3ccc4c(c3)OCCO4)c(C)c2c1 | -1.1
Cc1cccnc1NC(=O)C12CCC(C)(C(=O)O1)C2(C)C (stereo not given) | 0.12
Sc1oc(-c2ccccc2)cc1C=Nc1ccccc1 | -2.1
Cc1cccc(N2CCN(C(=O)c3c(C)nn(Cc4ccccc4Cl)c3C)CC2)c1C | -5.5*
C(=N\c1c(-c2ccccc2)nc2n1CCS2)/c1ccccc1 | 0.055
O=S(=O)(NCC(c1cccnc1)N1CCN(Cc2ccccc2)CC1)c1ccccc1 (stereo not given) | 1.4
CCOC(=O)C1CCCN(CC(=O)Nc2c(C(=O)OC)[nH]c3ccc(Br)cc23)C1 (stereo not given) | -4.3*
CCCN(CCC)S(=O)(=O)c1cc(Br)cc2c1N(C(=O)CC)CC2 | -0.22
Cc1nonc1NC(=O)c1ccc(Cl)c(S(=O)(=O)N2CCCCC2)c1 | 0.11
CO/N=C/c1cc([N+](=O)[O-])ccc1Sc1ccc(C)cc1 | -0.57
CC1Cc2ccccc2N1C(=O)COc1cccc(-n2cnnn2)c1 (stereo not given) | 1.6
CC(C)C[C@H](NC(=O)NCc1ccc(Cl)cc1)C(=O)O | -0.087
O=C1C(c2ccc(F)cc2)N(C2CCCCC2)C(=O)CN1C1CCCC1 (stereo not given) | -0.29
O=C(Cc1cscn1)c1ccc(O)cc1O | 0.0083
Cn1c(=O)cc(SCC(=O)NCC2CCCO2)c2ccc(Cl)cc21 (stereo not given) | -1.7
O=C(COC(=O)CC12CC3CC(CC(Br)(C3)C1)C2)NC(=O)NCc1ccco1 | -1.9
COc1ccc(-c2csc(NC(=O)CC(C)C)n2)cc1 | -1.5
CCC(C(=O)NC1CCCCC1)n1c(SCc2cccc(C)c2)nc2ccncc21 (stereo not given) | -3.5
Cc1cc(C(=O)NCCCN2CCOCC2)n(-c2ccccc2)n1 | 1
CC(C)n1nnc2ccccc2c1=O | -0.21

Marked active in Cav32 inh (from the list above):
SMILES | Cav32 inh
O=c1cc(Nc2ccc3c(c2)OCCO3)[nH]c(=O)n1Cc1ccc(F)cc1 | -3.9*
CCN(CC)S(=O)(=O)c1ccc(C(=O)NCCSc2c[nH]c3ccccc23)cc1 | -4.6*
O=C(NC(=S)NNC(=O)c1ccccc1[N+](=O)[O-])c1ccccc1 | -8.4*
O=C(c1cc(NC(=O)C23CC4CC(CC(C4)C2)C3)cc(NC(=O)C23CC4CC(CC(C4)C2)C3)c1)N1CCCCC1 | -8*
Cc1cccc(N2CCN(C(=O)c3c(C)nn(Cc4ccccc4Cl)c3C)CC2)c1C | -5.5*
CCOC(=O)C1CCCN(CC(=O)Nc2c(C(=O)OC)[nH]c3ccc(Br)cc23)C1 (stereo not given) | -4.3*

Five compounds already listed, ordered by heavy-atom count, smallest number first:
SMILES | Cav32 inh
CC(C)C[C@H](NC(=O)NCc1ccc(Cl)cc1)C(=O)O | -0.087
CO/N=C/c1cc([N+](=O)[O-])ccc1Sc1ccc(C)cc1 | -0.57
Cc1cc(C(=O)NCCCN2CCOCC2)n(-c2ccccc2)n1 | 1
Cc1nonc1NC(=O)c1ccc(Cl)c(S(=O)(=O)N2CCCCC2)c1 | 0.11
O=C(COC(=O)CC12CC3CC(CC(Br)(C3)C1)C2)NC(=O)NCc1ccco1 | -1.9

(listing goes on)
SMILES | Cav32 inh
O=C(NC1CCCCC1)C1CN(S(=O)(=O)c2ccccc2)CCN1S(=O)(=O)c1ccccc1 (stereo not given) | 0.026
Clc1ccc(OCCN2CCN(c3ncnc4sccc34)CC2)cc1 | -1.2
COC(=O)CSc1nc(C)c(C(C)=O)cc1C#N | -0.097
c1ccc(C2(Cn3ccc4ccccc43)OCCO2)cc1 | -1.3
CCOC(=O)C(C)Sc1nnc(Cc2cc(=O)[nH]c(=O)[nH]2)n1-c1ccc(Cl)cc1 (stereo not given) | 0.99
Cn1cnc2cc(NC(=O)c3ccco3)ccc21 | -0.017
CCOC(=O)c1[nH]c2ccc(Br)cc2c1NC(=O)CCN1CCN(C(=O)OCC)CC1 | -0.9
CC(NC(=O)c1ccccc1NC(=O)CSc1nnnn1C)c1ccccc1 (stereo not given) | 1.2
O=C(Nc1ccccc1C(F)(F)F)c1cccnc1 | 1
O=C(Nc1cccc(C(F)(F)F)c1)c1cc(-c2cccs2)on1 | -1.8
COc1cc(C(=O)OCc2cc3ccccc3[nH]c2=O)cc(OC)c1OC | 0.63
CN1C(=O)c2ccccc2C(C(=O)NCC2CCCO2)C1c1c[nH]c2ccccc12 (stereo not given) | 0.2
c1ccc(Cn2ncc3ccccc32)cc1 | -0.12
CCc1cccc(Nc2cc(C)nc3nc(C)nn23)c1 | -0.52
CCC1(CC)C(=O)C2=C3C1[C@H](C(=O)OC)C=C(C(=O)OC)C[C@H]3n1c(=O)n(-c3ccccc3)c(=O)n1[C@H]2C (stereo not given in full) | -0.012
COc1ccc(C2/C=C\CNCC(=O)N2Cc2ccc(F)cc2)cc1 (stereo not given) | -0.56
CN1C(=S)SC(/[N+]([O-])=C\c2ccco2)C1(C)C (stereo not given) | 0.44
Cc1ccc(CCNC(=O)C2CCN(S(=O)(=O)c3ccc4c(c3)CCC(=O)N4)CC2)cc1 | 0.071
Cc1nc(NC(=S)NC(=O)c2ccccc2)sc1C(=O)N(C)C | -3
Nc1cccc(-c2nc3ccccc3s2)c1 | 0.039

This is a subset; the hit share may differ from the screen's.
